# KDM5B inh: KDM5B demethylase inhibition. Q9UGL1. KDM5B demethylase, FDH-coupled NADH fluorescence (FDH is formaldehyde dehydrogenase). Potency, µM (top dose mostly 57.7 µM), for the others: at the highest dose activity change, negative = inhibition, hits mostly inhibitors. 220,000 tested, 2.6% active. AID 1347165; active means well fitted inhibition curve with a large enough effect; inconclusive means small, poorly fitted or top-dose-only effect; inactive means no such curve, though single readings can be large or run the other way; further: 0% is about no effect; nearly all actives have a fitted effect of over 70% in size
#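 Here, H3K4me3 peptide (12.5 µM in substrate mix) is demethylated by KDM5BΔAP, 200 nM final, after 10 min compound exposure. Formaldehyde product is coupled through FDH (0.25 U/mL in mix) to NADH fluorescence; 30-min ΔRFU feeds dose-response curves.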
# An asterisk follows results filed as active; ? = inconclusive; & = joins results of further samples; [ ] = dose if it differs, or a comment. Potency means the concentration at half of the fitted maximal effect. These rows are one share of the data (hit frequency here may not be typical).
SMILES	KDM5B inh
CCOc1ccc2oc(=O)cc(CN3CCN(Cc4ccccc4F)CC3)c2c1	-16%
Cc1ccc(OC2(C(=O)O)CCN(C(=O)C3CCOCC3)CC2)cc1	-3%
COc1ccc(CNC(=O)CN2CCC(NC(=O)c3ccccc3C)CC2)cc1	24%
O=C(N[C@H]1CO[C@H]2[C@@H]1OC[C@@H]2n1cc(COc2ccccc2)nn1)c1ccc(C(F)(F)F)cc1	29%
O=C(NCCc1ccncc1)c1ccc2nc(Cc3cccc(Cl)c3)oc2c1	-13%
CCOc1ccc(CNC(=O)c2ccc3[nH]c(C)c(C)c3c2)cc1OC	-15%
Cc1ccc(Nc2c(-c3ccc(N4CCOCC4)cc3)nc3ncccn23)cc1	16%
CCCCN(CC)CCCNC(=O)CS(=O)(=O)Cc1nc(-c2ccc(C)cc2)oc1C	12%

# 2 entries from above, reformatted:
compound: COc1ccc(CNC(=O)CN2CCC(NC(=O)c3ccccc3C)CC2)cc1
  KDM5B inh: 24%

compound: O=C(N[C@H]1CO[C@H]2[C@@H]1OC[C@@H]2n1cc(COc2ccccc2)nn1)c1ccc(C(F)(F)F)cc1
  KDM5B inh: 29%

# (listing goes on)
SMILES	KDM5B inh
Cc1ccc2nc(NC(=O)Cn3nc4c(cc3=O)CCCCC4)sc2c1	-8%
CCCCn1c(=O)[nH]c(=O)c2c1nc(-c1csnn1)n2CC(C)C	-10%
O=C(CCCc1nc2ccccc2s1)NC1CCC2CCCCC2C1 (stereo not drawn)	-6%
CSCC[C@@H]1NC(=O)c2cc(NC(=O)c3cccc4c3ccn4C)ccc2NC1=O	?
COc1ccccc1NC(=O)NCc1cccn1Cc1ccccc1	?
CC1(C)CC(=O)C(CS(=O)(=O)c2ccccc2)=C(Cl)C1	-5%
Nc1nccnc1C(=O)NCC(c1ccccc1)c1ccccc1	?
CC(C)CCN1CCC(N2CCN(S(=O)(=O)c3cccc(C(F)(F)F)c3)CC2)C1=O (stereo not drawn)	-10%
Cc1cccc(-c2ccccc2C=O)c1	4%[230 µM]
O=C(c1ccncc1)N1CCN(C(=O)c2nnn3c2COC(c2ccc(Cl)cc2)C3)CC1 (stereo not drawn)	3%
COc1cccc(CNC(=O)CN2C(=O)CSc3c2c(C)nn3-c2ccccc2)c1OC	10%
Cc1cc(=O)n(Cc2cccc(Br)c2)c2c1c(C)nn2-c1ccccc1	8%
CCOc1ccc(Oc2ccc(NC(=O)c3ccc4c(c3)NC(=O)CS4)cc2)cc1	20%
O=C(COc1ccc(F)cc1)NC1CCN(c2cc(-c3ccccc3)[nH]n2)CC1	?
CCOC(=O)CSc1nc2ccc(NC(=O)COc3ccc(F)cc3)cc2s1	?
COc1ccc(-c2c(C)c3cc(OC(=O)N4CCOCC4)ccc3oc2=O)cc1	?
Cc1ccccc1NC(=O)CCOc1ccccc1	-5%
COc1cc(C(=O)Nc2ccc3oc(=O)ccc3c2)ccc1OC(F)F	?
Cc1ccc(C(=O)C(Sc2ccc3c(c2)OCCO3)c2ccc(C)cc2)cc1 (stereo not drawn)	?
CCOc1ccc(-c2cc(NC(=O)c3ccccc3)c(C(=O)OC)s2)cc1	?
O=c1[nH]nc2n1CCN(Cc1ccc3c(c1)CCO3)CC2	-32%
COc1ccc(CNC(=O)c2cnn(-c3ccc(C)cc3)c2C2CCN(C(=O)OC(C)(C)C)CC2)cc1	-27%
CC(C)c1cc(CN(C)C(=O)CN2C(=O)OC[C@@H]2c2ccccc2)no1	17%
COc1cccc(CNC(=O)CN2C(=O)N(c3ccc(C)cc3C)S(=O)(=O)c3ccccc32)c1OC	-3%

# Entries above that have an aryl methoxy group:
SMILES	KDM5B inh
COc1ccc(CNC(=O)CN2CCC(NC(=O)c3ccccc3C)CC2)cc1	24%
CCOc1ccc(CNC(=O)c2ccc3[nH]c(C)c(C)c3c2)cc1OC	-15%
COc1ccccc1NC(=O)NCc1cccn1Cc1ccccc1	?
COc1cccc(CNC(=O)CN2C(=O)CSc3c2c(C)nn3-c2ccccc2)c1OC	10%
COc1ccc(-c2c(C)c3cc(OC(=O)N4CCOCC4)ccc3oc2=O)cc1	?
COc1cc(C(=O)Nc2ccc3oc(=O)ccc3c2)ccc1OC(F)F	?
COc1ccc(CNC(=O)c2cnn(-c3ccc(C)cc3)c2C2CCN(C(=O)OC(C)(C)C)CC2)cc1	-27%
COc1cccc(CNC(=O)CN2C(=O)N(c3ccc(C)cc3C)S(=O)(=O)c3ccccc32)c1OC	-3%

# New compounds follow.
SMILES	KDM5B inh
O=C(Nc1cccc(Cl)c1)c1cnc(N2CCCCC2)c2ccccc12	?
O=C(c1cc[nH]c(=O)c1)N1C[C@@H](COCC2CC2)[C@H](c2ccccn2)C1	28µM*
CCn1c(SCC(=O)OC)nnc1-c1c[nH]c2ccccc12	31%[activator]
CCOC(=O)c1c(NC(=O)CN2CCN(C(=O)C3CCCO3)CC2)sc(C)c1C (stereo not drawn)	-9%
CN1CCC(C(=O)N2CC(F)(F)C[C@H]2c2nc(C3CC3)no2)CC1	-5%
Cc1ccc(Cl)cc1N1CCN(CC(=O)N(C)CC(=O)Nc2ccccc2C(F)(F)F)CC1	10%
Cc1cc(C)c(OCC(=O)N(Cc2ccccc2)C2CCS(=O)(=O)C2)c(C)c1 (stereo not drawn)	8%
COCCn1c(SCc2c(Cl)cccc2Cl)nnc1-c1cccc(C)c1	10%
Cc1c(F)cccc1NS(=O)(=O)c1cccs1	?
Cc1nc2ccccc2n(CC(=O)NCCN2CCN(c3cccc(Cl)c3)CC2)c1=O	?
Cc1ccsc1C(=O)N1CCC(Cc2nc(C3CCOCC3)no2)CC1	0%
CCc1cccc(NS(=O)(=O)c2ccc(-c3coc(C)n3)cc2)c1	?
Cc1cccc(N2CCN(C(=O)c3cc4c(=O)[nH]c5ccc(C)cc5c4s3)CC2C)c1 (stereo not drawn)	?
O=C([C@H]1C[C@H](Oc2ccccc2)CN1C(=O)c1ccccc1)N1CCOCC1	6%
O=c1[nH]c(N2CCN(c3ccccc3)CC2)nc2c1CCCC2	18%
Nc1nccnc1C(=O)NCCc1cccs1	?
O=C(NC1CCCCCC1)C1CCC(Cn2cnnn2)CC1 (stereo not drawn)	4%
O=C(CSc1nnc(-c2ccncc2)n1-c1ccccc1)Nc1ccc(Cl)c(Cl)c1	-37%
COC(=O)c1ccc(/C=C2\Oc3cc(OS(C)(=O)=O)ccc3C2=O)cc1	19%
COc1cccc(-n2c(=O)c3sc4ccccc4c3n(CC(=O)NC3CCCCC3)c2=O)c1	?
O=C(NCc1ccccn1)C1CN(S(=O)(=O)c2cccs2)CC12CCCCC2 (stereo not drawn)	-29%
Cc1[nH]c(=O)[nH]c(=O)c1S(=O)(=O)Nc1ccc(Cl)c([N+](=O)[O-])c1	23%
CCOCC(=O)N1CCc2nc(N3CCN(C)CC3)sc2C1	?
CCc1ccccc1NC(=O)c1ccc(F)c(S(=O)(=O)N2CCN(c3ccccc3OC)CC2)c1	-22%
O=C(NC1CCCCC1)[C@@H]1C[C@@H](O)CN1C1CCN(C(=O)c2ccc(Cn3ccnc3)o2)CC1	19%
Clc1ccc(Oc2nc3c(Cl)cccc3s2)cc1Cl	29%
COc1cc(-c2nc3ccccc3s2)cc(OC)c1OC	?
OCCCCCCCCCCCCCCCO	7%
Cc1ccc(CNC(=O)c2cc(Sc3ccc(F)cc3F)nc3ccccc23)cc1	0%
COc1ccccc1NS(=O)(=O)c1ccc(-c2coc(C)n2)cc1	-11%
NC(=O)C1CCN(C(=O)c2cc(-c3ccccc3)nc3ccccc23)CC1	-9%
CC(=O)c1ccc(OCC(O)CN2CCCN(c3ccc(C(F)(F)F)cn3)CC2)cc1 (stereo not drawn)	-6%
O=C(CCc1ccnc(N2CCOCC2)c1)Nc1ccc2c(c1)OCO2	?
CC1(NC(=O)C2CC2)CN(c2ccc(Oc3ccccc3)cc2)C1	2%[86.2 µM]
O=C(Nc1cccc(Cl)c1)c1cc2n(n1)CC(c1ccc3c(c1)OCO3)OC2 (stereo not drawn)	25µM*
CCN(C(=O)c1cc2c(s1)-c1c(C)cccc1OC2)c1ccccc1F	?
O=C(Cn1nc(-c2ccccc2)ccc1=O)NCCCN1CCOCC1	-4%
COc1ccccc1CNC(=O)CCC1N=C2c3ccccc3N=C(SCc3ccccc3Cl)N2C1=O (stereo not drawn)	?
CN1C(=O)CCCCC1C(=O)NCc1cccs1 (stereo not drawn)	29%
Cn1c2ccccc2c2cnn(CC(=O)Nc3ccccc3F)c(=O)c21	-43%
N#C/C(=C\c1ccccc1)C(=O)Nc1sc2c(c1C(N)=O)CCC2	-18%
O=C(O)c1cccc(-c2ccccn2)c1	8%&11%[230 µM]
O=C(CCc1conc1-c1cccc(F)c1)NC1CCCCC1	-2%
O=C1OC2C3CC(C2Sc2ccc(Cl)cc2)C(C(=O)O)C13 (stereo not drawn)	2%
COc1ccc(C)cc1NC(=O)CN1C(=O)COc2ccc(S(=O)(=O)N3CCCCCC3)cc21	-29%
CCCOc1ccc(CNC(=O)C2CCN(C(=O)c3sccc3-n3cccc3)CC2)cc1	-8%
CCOc1ccc(CCNC(=O)c2ccc(C)c(-n3c(C)nc4cccnc43)c2)cc1OCC	-11%
CC(=O)N1CCC(n2nccc2NC(=O)Nc2ccccc2C)CC1	-21%
Cc1nc2c(c(-c3ccc(Cl)cc3)n1)CCN([S+](C)(=O)[O-])CC2	-4%
Cc1cc(C)cc(-n2ncc3c2CCCC3NC(=O)C2(C(N)=O)CC2)c1 (stereo not drawn)	31%
Cc1ccc(C(=O)CSc2nc3cc(C(=O)NC4CCCC4)ccc3c(=O)n2CC2CCCO2)c(C)c1 (stereo not drawn)	4%
COc1cccc(CN2CCC3(CC2)C(=O)NCN3Cc2ccc(Cl)cc2)c1	5%
CCn1cc(CN2CC(Oc3ccc(-c4noc(-c5ccncc5)n4)cc3)C2)cn1	-19%
Cc1cc(Cl)ccc1OCC(=O)N(Cc1ccco1)Cc1ccco1	?
Cc1ccc(-c2ccc3nnc(CNC(=O)c4ccc(F)c(F)c4)n3n2)cc1	28µM*
O=C(CS(=O)(=O)c1ccc2ccccc2c1)c1ccc(Br)cc1	13%

# More results:
SMILES	KDM5B inh
COc1ccc(NC(=S)Nn2cnnc2)c(OC)c1	?
O=C(Cn1ccn2nc(-c3ccc(F)cc3)c(CO)c2c1=O)Nc1ccccc1F	-20%
CNC(=O)[C@H]1C[C@H](Oc2ccccc2)CN1Cc1ccc(OC(C)C)cc1	34%
Cc1cc(C)cc(OCc2cc(=O)n3cc(C)sc3n2)c1	1%
CCNC(CC)c1ccc(C)cc1 (stereo not drawn)	7%
O=C(Cn1ccccc1=S)c1ccc(Cl)c(Cl)c1	-4%
COc1ccc(CCC(=O)N[C@H]2[C@@H]3CCO[C@@H]3[C@@H]2C2CCCC2)cc1OC	-18%
COc1ccccc1CN1CCC(C)CC1	?
CCc1nc(SCC(=O)Nc2ccc(Br)cc2)c2c3c(sc2n1)COC(C)(C)C3	22%
COc1ccccc1C(=O)NC1(C(F)(F)F)C(=O)NC(C)=C1C#N (stereo not drawn)	4%&-74%
Cc1cccc(CC(=O)N2CC(=O)Nc3ccc(Br)cc3C2c2ccc(F)cc2)c1 (stereo not drawn)	-22%
Cc1[nH]c2ccc(C(=O)Nc3ccc(F)cc3)cc2c1C	?
COc1ccc(C(=O)NC(=S)N2CCN(c3ccccc3OC)CC2)cc1	-11%
O=C(COc1ccccc1)NCc1ccc2c(c1)CCN2C(=O)c1ccc(Cl)cc1	-37%
O=C(Cn1cccc1-c1nc(-c2ccc3c(c2)OCO3)no1)Nc1ccc(F)c(F)c1	-17%
O=C(NCCO)c1ccc(-c2ncc3cnc(C4=CCOCC4)cn23)cc1	32µM*
C=CCn1c(-c2ccc(F)cc2)cn2cc(C(=O)N[C@@H](C)CO)nc2c1=O	38%
Cc1ccc(S(=O)(=O)NC(CN(C)C)c2ccccc2)c(Br)c1 (stereo not drawn)	2%
O=C(c1cnccn1)N1CCCC(Cc2noc(-c3ccccn3)n2)C1 (stereo not drawn)	-19%
CCOCCCN(C(=O)Cn1nnc(-c2ccc(OC)c(OC)c2)n1)C(C(=O)NCC1CCCO1)c1ccc(F)cc1 (stereo not drawn)	17%
CCc1ccc(S(=O)(=O)c2nnn3c2nc(N2CCCCC2)c2ccccc23)cc1	?
O=C(Cc1cccs1)N1CC(Oc2ccccc2-c2nc(C3CC3)no2)C1	?
CCN(CC)C(=O)COC(=O)c1ccccc1-c1ncc(-c2ccc(F)cc2)o1	?
COc1ccc(-c2cc3ccc(OS(C)(=O)=O)cc3oc2=O)cc1	?
COc1ccc(C(=O)N2CCC3(CC2)NC(=O)N(Cc2ccc(F)cc2)C3=O)c(OC)c1	20%
O=C(OCc1ccccc1C(F)(F)F)c1cc([N+](=O)[O-])ccc1N1CCOCC1	-13%
Cn1cc(CC(=O)N2CCCc3ncc(C(=O)Nc4cccnc4)cc32)c2ccccc21	-8%[86.2 µM]
CNC(=S)N/N=C(/C)c1ccccn1	?
C=CCN(CC(=O)NC(N)=O)Cc1ccccc1	16%
Cc1c(CC(=O)Nc2nc3ccccc3[nH]2)c(=O)oc2c(C)c(O)ccc12	?
O=c1n(Cc2ccccc2)nc2n1-c1cc(Cl)ccc1OC2	4%
COc1ccc(CNC(=O)[C@@H]2Cc3nc[nH]c3CN2C(=O)NC2CCCCC2)cc1	32µM*
COc1cc(Cl)c(C)cc1Nc1nnc(-n2nc(C)cc2C)c2ccccc12	-19%
CCCOC(=O)CSc1ncnc2sc3c(c12)CCC(C)C3 (stereo not drawn)	-14%
